ssDAF12 agonist: S. stercoralis DAF-12 nuclear receptor activators, primary screen, cell-based, luminescence, HEK293, GRIP1 co-expression, lit1-tk-luc. HEK293 ssDAF-12/GRIP1 lit1-tk-luc reporter; % of 3 µM dafachronic acid response. AID 652126, 2013. activation, % at 6.8 µM. Nuclear hormone receptor DAF-12 (Strongyloides stercoralis). actives 1% (n = 370,000);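 active = activation above the mean over all tested compounds plus 3 SD, cut at about 0.9% in these data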;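 note: 0% = DMSO-only wells and 100% = 3 µM delta7-dafachronic acid wells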
PLC-beta3 inh: human PLC-beta3 inhibitors, primary screen, biochemical, fluorescence; 1-phosphatidylinositol 4,5-bisphosphate phosphodiesterase beta-3 (Homo sapiens), Q01970; Purified PLC-beta3, fluorogenic substrate; inhibition, % at 12.2 µM; actives 0.18% (n = 370,000); in the data active = inhibition above about 11%;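 note: 0% = median of compound wells on plate and 100% = full blocker control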
FXN GAA850 act: FXN promoter activators, primary screen, cell-based, luciferase luminescence, HEK293 lucGAA850; HEK293 lucGAA850 FXN promoter luciferase reporter, 24 h; percent of 10 µM SAHA response; AID 540364, 2011; activation, % at 6 µM; actives 0.56% (n = 360,000);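 active = activation above the average of all compounds screened plus 3 SD, cutoff fixed separately per campaign, cut at about 7.5% in these data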;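 note: 0% = DMSO wells and 100% = 10 µM SAHA wells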
ADAM10 inh: human ADAM10 inhibitors, primary screen, biochemical, QFRET, HTS; recombinant ADAM10, EDANS/DABCYL FRET peptide cleavage, 3 h; inhibition, % at 7 µM; actives 0.62% (n = 370,000); AID 720582, 2013;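 active = inhibition above a per-campaign cutoff equal to the mean of compounds falling between control-based bounds plus 3 SD, cut at about 20% in these data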;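 note: 0% = DMSO wells while the 100% control is not disclosed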
PLCg1 inh: PLC-gamma1 enzyme inhibitors, primary screen, biochemical, fluorescence, purified enzyme | 1-phosphatidylinositol 4,5-bisphosphate phosphodiesterase gamma-1 (Homo sapiens), P19174 | fluorogenic substrate | inhibition, % at 12.2 µM | actives 0.84% (n = 370,000); in the data active = inhibition above about 9.5%
Target sequence (P19174 whole entry, looked up): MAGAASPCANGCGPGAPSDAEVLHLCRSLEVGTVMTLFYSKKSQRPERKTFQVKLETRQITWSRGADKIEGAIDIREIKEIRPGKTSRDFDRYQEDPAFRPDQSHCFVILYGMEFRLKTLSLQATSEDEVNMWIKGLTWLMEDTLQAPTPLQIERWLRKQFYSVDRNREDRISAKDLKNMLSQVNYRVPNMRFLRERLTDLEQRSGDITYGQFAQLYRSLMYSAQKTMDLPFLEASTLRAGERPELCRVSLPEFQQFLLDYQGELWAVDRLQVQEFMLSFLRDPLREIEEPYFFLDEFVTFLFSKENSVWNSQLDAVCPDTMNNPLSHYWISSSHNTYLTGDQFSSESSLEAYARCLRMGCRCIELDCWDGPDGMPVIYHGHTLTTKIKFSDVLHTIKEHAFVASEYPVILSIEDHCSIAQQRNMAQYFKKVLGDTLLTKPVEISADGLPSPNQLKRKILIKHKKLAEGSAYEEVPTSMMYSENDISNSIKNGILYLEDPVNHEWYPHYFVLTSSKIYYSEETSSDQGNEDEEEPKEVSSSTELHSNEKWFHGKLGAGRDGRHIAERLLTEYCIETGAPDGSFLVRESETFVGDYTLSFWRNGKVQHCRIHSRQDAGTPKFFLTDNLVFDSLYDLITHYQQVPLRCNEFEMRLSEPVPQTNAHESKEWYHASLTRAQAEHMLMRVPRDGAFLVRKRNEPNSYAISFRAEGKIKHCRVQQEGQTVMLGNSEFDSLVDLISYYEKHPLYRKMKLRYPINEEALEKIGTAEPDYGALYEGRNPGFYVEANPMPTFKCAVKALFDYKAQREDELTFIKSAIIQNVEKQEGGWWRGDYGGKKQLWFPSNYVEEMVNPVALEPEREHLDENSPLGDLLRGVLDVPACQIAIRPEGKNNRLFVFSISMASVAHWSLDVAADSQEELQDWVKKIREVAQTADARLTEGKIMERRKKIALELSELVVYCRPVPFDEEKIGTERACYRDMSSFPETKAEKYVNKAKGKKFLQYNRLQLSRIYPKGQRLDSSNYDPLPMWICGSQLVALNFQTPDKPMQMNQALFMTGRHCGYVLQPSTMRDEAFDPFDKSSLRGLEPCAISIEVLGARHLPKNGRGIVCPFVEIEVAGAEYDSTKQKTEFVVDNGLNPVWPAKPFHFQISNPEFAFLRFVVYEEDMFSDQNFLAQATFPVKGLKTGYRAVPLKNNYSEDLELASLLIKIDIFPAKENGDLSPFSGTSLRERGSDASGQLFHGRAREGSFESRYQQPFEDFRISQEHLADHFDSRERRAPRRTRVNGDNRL
ADAM17 inh: ADAM17 inhibitors, primary screen, biochemical, QFRET. recombinant ADAM17, EDANS/DABCYL FRET peptide cleavage. inhibition, % at 6.95 µM. actives 0.83% (n = 370,000);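 active = inhibition above the mean of compounds lying between control limits plus 3 SD, set per campaign, cut at about 8.5% in these data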;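 note: 0% = DMSO-only wells as the low control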
hgDAF12 agonist: H. glycines DAF-12 receptor agonists, primary screen, cell-based, luminescence, HEK293, GAL4 fusion, UAS-luciferase | Nuclear hormone receptor DAF-12 (Heterodera glycines), GAL4 fusion | HEK293 GAL4-hgDAF12 UAS-luciferase reporter, agonist luminescence; normalized to butyrate control | activation, % at 6.8 µM | actives 1.8% (n = 370,000) | AID 687014, 2013;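 active = activation above a cutoff set at the mean of all screened compounds plus 3 SD, cut at about 10% in these data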;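 note: 0% = DMSO wells and 100% = sodium butyrate wells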
hcDAF-12 act: H. contortus DAF-12 nuclear receptor activators, primary screen, cell-based, luminescence, HEK293, lit1-tk-luc reporter | HEK293 hcDAF-12 lit1-tk-luc reporter; 0% DMSO, 100% Δ7-dafachronic acid | activation, % at 6.8 µM | actives 1.4% (n = 370,000) | AID 652067, 2013;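 active = activation above the mean of all tested compounds plus 3 SD, cut at about 5.5% in these data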;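 note: 100% = response to 3 µM Δ7-dafachronic acid high control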
HGIII-sPLA2 inh: human group III sPLA2 inhibitors, primary screen, biochemical, QFRET, BODIPY PC-A2 liposome substrate; Group 3 secretory phospholipase A2 (Homo sapiens), Q9NZ20; QFRET BODIPY PC-A2 liposome hydrolysis, fluorescence; inhibition, % at 12.2 µM; actives 0.56% (n = 370,000); AID 743126, 2013;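 active = inhibition above mean plus 3 SD of compounds lying within the high and low control bounds, cut at about 19% in these data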;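 note: 0% = median of test compound wells and 100% = no enzyme DMSO wells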
DAX1 inh-1: DAX1 (NR0B1) inhibitors, primary screen, cell-based, HEK293, Gal4-DAX1, luciferase luminescence; Nuclear receptor subfamily 0 group B member 1 (Homo sapiens), P51843; HEK293 Gal4-DAX1 luciferase reporter; inhibition, % at 6.75 µM; actives 0.99% (n = 340,000); AID 504766, 2011;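 active = inhibition above the mean over all tested compounds plus 3 SD, cut at about 4.2% in these data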;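 note: 0% = DAX1-transfected cells with DMSO and 100% = empty-vector control cells with DMSO; inhibition shows as a rise in luminescence from relieved DAX1 repression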
DAX1 inh-2: DAX1 (NR0B1) inhibitors on StAR promoter, primary screen, cell-based, luminescence, SF-1 (NR5A1), full-length DAX-1 | AID 652010, 2013 | actives 1.1% (n = 370,000) | inhibition, % at 6.8 µM | HEK293T StAR-luciferase reporter, SF-1/DAX-1 repression relief;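 active = inhibition above the mean over all tested compounds plus 3 SD, cut at about 3.6% in these data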;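 note: 0% = DAX-1 cells with DMSO and 100% = cells lacking DAX-1 with DMSO; higher inhibition means more luminescence from relief of DAX-1 repression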
Starred values were filed as active, the others as inactive.

For C=CCNc1nc(C(=O)OCC(=O)NCc2cccc(Cl)c2)cs1 the results were ssDAF12 agonist -1.1, PLC-beta3 inh -2.3, FXN GAA850 act 2.5, ADAM10 inh -8.8, PLCg1 inh -0.7, ADAM17 inh -9.3, hgDAF12 agonist 4.4, hcDAF-12 act -0.3, HGIII-sPLA2 inh -2.1, DAX1 inh-1 0.0 and DAX1 inh-2 0.3.
Screening CCOc1ccc(C(=O)C(C)OC(=O)Cn2[nH]c(=O)c3ccccc3c2=O)cc1 (centres undefined) returned ssDAF12 agonist -1.1, PLC-beta3 inh -7.6, FXN GAA850 act 1.1, ADAM10 inh -1.2, PLCg1 inh -0.4, ADAM17 inh -2.6, hgDAF12 agonist 0.5, hcDAF-12 act -0.7, HGIII-sPLA2 inh -4.9, DAX1 inh-1 -0.8 and DAX1 inh-2 2.0.
N#Cc1c(SCc2ccccc2)nc(N2CCOCC2)c2c1CCCC2 was read as ssDAF12 agonist -1.2, PLC-beta3 inh -16.5, FXN GAA850 act 4.0, ADAM10 inh 4.9, PLCg1 inh -11.5, ADAM17 inh 2.8, hgDAF12 agonist 0.0, hcDAF-12 act -0.9, HGIII-sPLA2 inh 9.3, DAX1 inh-1 -0.9 and DAX1 inh-2 1.0.
Screening COc1ccc(NC(=S)NCCCn2ccnc2)cc1 returned ssDAF12 agonist -1.1, PLC-beta3 inh 1.3, FXN GAA850 act 1.0, ADAM10 inh -1.7, PLCg1 inh -0.2, ADAM17 inh -2.7, hgDAF12 agonist -0.6, hcDAF-12 act -1.0, HGIII-sPLA2 inh -5.8, DAX1 inh-1 0.1 and DAX1 inh-2 -0.5.
Cc1c(C(=O)NC2CCCC2)oc2ccccc12 was read as ssDAF12 agonist -1.1, PLC-beta3 inh -5.3, FXN GAA850 act 3.5, ADAM10 inh -5.0, PLCg1 inh -0.7, ADAM17 inh -1.5, hgDAF12 agonist 4.5, hcDAF-12 act -0.7, HGIII-sPLA2 inh -4.1, DAX1 inh-1 0.1 and DAX1 inh-2 0.5.
`CC1C=CC(C)C(C(=O)c2ccccc2)C1C(=O)c1ccccc1` (centres undefined) gave ssDAF12 agonist -1.3, PLC-beta3 inh -5.6, FXN GAA850 act -0.8, ADAM10 inh 3.4, PLCg1 inh -1.7, ADAM17 inh 4.3, hgDAF12 agonist -2.3, hcDAF-12 act 0.4, HGIII-sPLA2 inh 6.4, DAX1 inh-1 0.3 and DAX1 inh-2 -0.7.
`O=C(CSc1nccn(-c2ccc(Br)cc2)c1=O)NC1CCCC1` gave ssDAF12 agonist -1.2, PLC-beta3 inh -40.7, FXN GAA850 act 1.0, ADAM10 inh -43.7, PLCg1 inh -38.9, ADAM17 inh -17.2, hgDAF12 agonist 1.0, hcDAF-12 act -1.9, HGIII-sPLA2 inh -1.3, DAX1 inh-1 0.7 and DAX1 inh-2 -0.7.
Screening CC(=O)NC12CC3CC(C1)CC(C(=O)N1CCN(S(=O)(=O)c4cccc([N+](=O)[O-])c4)CC1)(C3)C2 returned ssDAF12 agonist -0.9, PLC-beta3 inh -2.1, FXN GAA850 act 1.0, ADAM10 inh -15.8, PLCg1 inh 2.4, ADAM17 inh -1.0, hgDAF12 agonist 0.9, hcDAF-12 act 0.1, HGIII-sPLA2 inh 3.3, DAX1 inh-1 3.0 and DAX1 inh-2 -0.1.
Screening CC(=O)c1ccc(NC(=O)NC2CCCCCCC2)cc1 returned ssDAF12 agonist -0.5, PLC-beta3 inh -2.1, FXN GAA850 act 4.8, ADAM10 inh -2.2, PLCg1 inh 1.9, ADAM17 inh -2.5, hgDAF12 agonist 14.2*, hcDAF-12 act 4.9, HGIII-sPLA2 inh 2.7, DAX1 inh-1 2.3 and DAX1 inh-2 11.9*.
COc1cc(NC(=S)N2CCN(S(=O)(=O)c3ccccc3)CC2)cc(OC)c1 was read as ssDAF12 agonist -1.1, PLC-beta3 inh -11.2, FXN GAA850 act -0.2, ADAM10 inh 6.5, PLCg1 inh -4.7, ADAM17 inh -0.2, hgDAF12 agonist 0.2, hcDAF-12 act -2.0, HGIII-sPLA2 inh 0.2, DAX1 inh-1 0.9 and DAX1 inh-2 0.5.
For COc1ccc(C2C(=O)c3ccccc3C2=O)cc1 the results were ssDAF12 agonist -1.5, PLC-beta3 inh -1.4, FXN GAA850 act 0.8, ADAM10 inh -5.3, PLCg1 inh -3.4, ADAM17 inh -3.6, hgDAF12 agonist 0.0, hcDAF-12 act -0.6, HGIII-sPLA2 inh 2.2, DAX1 inh-1 -0.8 and DAX1 inh-2 -0.6.
NNC(=O)C12CC3CC(C1)CC(n1ncnn1)(C3)C2 was read as ssDAF12 agonist -1.4, PLC-beta3 inh 2.8, FXN GAA850 act 1.0, ADAM10 inh 5.7, PLCg1 inh 3.2, ADAM17 inh 1.0, hgDAF12 agonist 1.7, hcDAF-12 act -0.7, HGIII-sPLA2 inh 4.5, DAX1 inh-1 -0.7 and DAX1 inh-2 1.2.
`CCOC(=O)c1nn(-c2ccccc2C)c2nc(CC(C)C)c(C#N)c(=O)n12` gave ssDAF12 agonist -0.6, PLC-beta3 inh -7.4, FXN GAA850 act 3.1, ADAM10 inh -35.0, PLCg1 inh -6.9, ADAM17 inh -6.3, hgDAF12 agonist -0.5, hcDAF-12 act -1.1, HGIII-sPLA2 inh -5.6, DAX1 inh-1 1.1 and DAX1 inh-2 0.5.
Screening COc1ccccc1N(O)C1CC(=O)N(c2ccc(F)cc2)C1=O (centres undefined) returned ssDAF12 agonist -1.2, PLC-beta3 inh -5.5, FXN GAA850 act 0.5, ADAM10 inh 11.8, PLCg1 inh -5.8, ADAM17 inh 0.7, hgDAF12 agonist 0.2, hcDAF-12 act -1.9, HGIII-sPLA2 inh -9.0, DAX1 inh-1 -0.6 and DAX1 inh-2 -0.4.
`C=CCn1c(SCC(=C)C)nc2c1c(=O)[nH]c(=O)n2C` gave ssDAF12 agonist -0.6, PLC-beta3 inh 0.1, FXN GAA850 act 4.1, ADAM10 inh -5.5, PLCg1 inh 0.4, ADAM17 inh -1.9, hgDAF12 agonist -2.4, hcDAF-12 act 2.5, HGIII-sPLA2 inh 1.1, DAX1 inh-1 -1.4 and DAX1 inh-2 0.2.

Brought forward from above: 2 compounds; new compounds follow.
Screening COc1ccccc1N(O)C1CC(=O)N(c2ccc(F)cc2)C1=O (centres undefined) returned ssDAF12 agonist -1.2, PLC-beta3 inh -5.5, FXN GAA850 act 0.5, ADAM10 inh 11.8, PLCg1 inh -5.8, ADAM17 inh 0.7, hgDAF12 agonist 0.2, hcDAF-12 act -1.9, HGIII-sPLA2 inh -9.0, DAX1 inh-1 -0.6 and DAX1 inh-2 -0.4.
`C=CCn1c(SCC(=C)C)nc2c1c(=O)[nH]c(=O)n2C` gave ssDAF12 agonist -0.6, PLC-beta3 inh 0.1, FXN GAA850 act 4.1, ADAM10 inh -5.5, PLCg1 inh 0.4, ADAM17 inh -1.9, hgDAF12 agonist -2.4, hcDAF-12 act 2.5, HGIII-sPLA2 inh 1.1, DAX1 inh-1 -1.4 and DAX1 inh-2 0.2.
CC(=O)c1ccc(N2CCN(C(=O)C3CCCN(c4ncnc5c4nc4n5CCCCC4)C3)CC2)cc1 (centres undefined) was read as ssDAF12 agonist -1.6, PLC-beta3 inh -14.9, FXN GAA850 act 1.8, ADAM10 inh -13.0, PLCg1 inh -7.3, ADAM17 inh -3.1, hgDAF12 agonist -3.4, hcDAF-12 act -2.9, HGIII-sPLA2 inh -2.4, DAX1 inh-1 -1.6 and DAX1 inh-2 -1.1.
For COc1cc(Cn2c3ccc(NC(=O)CCc4ccc(O)cc4)cc3c(=O)n2C)ccc1F the results were ssDAF12 agonist -1.3, PLC-beta3 inh -278.1, FXN GAA850 act -1.0, ADAM10 inh inactive, PLCg1 inh -194.4, ADAM17 inh -316.3, hgDAF12 agonist -5.2, hcDAF-12 act -0.5, HGIII-sPLA2 inh -14.9 and DAX1 inh-2 0.9.
For CCCCN(C(=O)/C=C/c1ccco1)c1c(N)n(CCC)c(=O)[nH]c1=O the results were ssDAF12 agonist -1.3, PLC-beta3 inh -4.8, FXN GAA850 act 0.8, ADAM10 inh -2.4, PLCg1 inh 1.3, ADAM17 inh -0.8, hgDAF12 agonist -0.6, hcDAF-12 act -0.8, HGIII-sPLA2 inh -4.8, DAX1 inh-1 1.4 and DAX1 inh-2 0.2.
Cc1cc(NCCc2ccccc2F)n2ncnc2n1 was read as ssDAF12 agonist -1.4, PLC-beta3 inh 1.9, FXN GAA850 act 3.1, ADAM10 inh 4.8, PLCg1 inh -3.4, ADAM17 inh 1.1, hgDAF12 agonist -3.0, hcDAF-12 act -1.6, HGIII-sPLA2 inh -0.9, DAX1 inh-1 0.0 and DAX1 inh-2 -0.3.
For COc1ccccc1-c1cccc2nccn12 the results were ssDAF12 agonist -1.2, PLC-beta3 inh -58.6, FXN GAA850 act 3.9, ADAM10 inh -345.4, PLCg1 inh -42.7, ADAM17 inh -93.0, hgDAF12 agonist 2.7, hcDAF-12 act 0.0, HGIII-sPLA2 inh -3.1 and DAX1 inh-2 -0.3.
C=CCN1/C(=C(\C#N)C2=NS(=O)(=O)c3ccccc32)N(C)c2ccccc21 was read as ssDAF12 agonist -1.0, PLC-beta3 inh -2.7, FXN GAA850 act 0.4, ADAM10 inh 4.3, PLCg1 inh -3.4, ADAM17 inh -6.2, hgDAF12 agonist 1.8, hcDAF-12 act 2.7, HGIII-sPLA2 inh 7.3, DAX1 inh-1 -1.0 and DAX1 inh-2 0.5.
For COc1cc(NS(=O)(=O)c2ccc(Nc3nc(-c4ccccn4)cs3)cc2)nc(OC)n1 the results were ssDAF12 agonist -1.1, PLC-beta3 inh -6.7, FXN GAA850 act 4.4, ADAM10 inh -3.0, PLCg1 inh -8.0, ADAM17 inh -6.8, hgDAF12 agonist -1.4, hcDAF-12 act -1.7, HGIII-sPLA2 inh -41.4, DAX1 inh-1 0.6 and DAX1 inh-2 0.4.
